From PubChem
EBV LMP1 NFkB – inhibitors of Epstein-Barr LMP1-induced NF-kappaB reporter; LMP1-induced NF-kappaB luciferase reporter cells, luminescence; inhibition, % at 12.5 µM; 350,000 compounds, 0.69% hits; AID 504558; in the data active = inhibition above about 41%; inconclusive = no clear call, values can overlap the other calls;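 also: 0% = neutral control wells and 100% = reference inhibitor control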
SRC3 inh – inhibits human SRC3 coactivator | AID 588352 | inhibition, % at 3.6 µM | HEK293 GAL4-SRC3 luciferase reporter, luminescence | Q9Y6Q9 | 360,000 compounds, 0.17% hits;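 active = inhibition above a per-campaign cutoff, the mean of all compounds plus 3 SD, cut at about 60% in these data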;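 also: 0% = DMSO-treated cells and 100% = gossypol-treated cells at 36 µM; higher means less SRC3-driven luciferase light from the GAL4 reporter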
NR2F2 inh – blocks human COUP-TFII nuclear receptor; P24468; 370,000 compounds, 0.7% hits; inhibition, % at 8.6 µM; HEK293T NGFI-A luciferase reporter, luminescence;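 active = inhibition above a per-plate cutoff, mean inhibition of test wells between control levels plus 3 SD, cut at about 38% in these data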;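 also: cells cotransfected with COUP-TFII expression vector driving the NGFI-A reporter; 0% = median of COUP-TF2 test wells and 100% = reporter-only cells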
Target sequence (P24468 whole entry, looked up): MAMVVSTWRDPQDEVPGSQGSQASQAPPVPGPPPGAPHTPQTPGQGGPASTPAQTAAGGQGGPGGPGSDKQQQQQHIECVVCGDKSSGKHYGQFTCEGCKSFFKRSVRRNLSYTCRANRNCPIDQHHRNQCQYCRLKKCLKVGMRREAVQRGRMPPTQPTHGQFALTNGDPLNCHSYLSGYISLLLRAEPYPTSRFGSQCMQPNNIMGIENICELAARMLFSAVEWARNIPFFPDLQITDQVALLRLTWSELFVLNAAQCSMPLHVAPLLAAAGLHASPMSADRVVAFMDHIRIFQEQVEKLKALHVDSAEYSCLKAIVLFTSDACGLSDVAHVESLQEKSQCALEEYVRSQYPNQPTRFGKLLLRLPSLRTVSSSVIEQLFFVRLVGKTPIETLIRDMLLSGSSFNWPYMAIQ
NCOA2 inhibitor – human SRC2 (NCOA2) inhibition; Q15596; HEK293 GAL4-SRC2 luciferase reporter, luminescence; inhibition, % at 9 µM; 370,000 compounds, 0.17% hits; AID 651957;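 active = inhibition above the mean inhibition of all tested compounds plus 3 SD, set per campaign, cut at about 52% in these data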;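 also: 0% = DMSO treated cells and 100% = cells given Gossypol at 36 µM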
NOD2 RIPK2 PPI – blocks binding of human NOD2 to RIPK2; O43353; CHO BLA complementation NOD2-RIPK2, CCF4 ratio; inhibition, % at 4.98 µM; 360,000 compounds, 0.38% hits; AID 624267; in the data active = inhibition above about 21%;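 also: 0% = vehicle only and 100% = reference blocker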
Target sequence (O43353 whole entry, looked up): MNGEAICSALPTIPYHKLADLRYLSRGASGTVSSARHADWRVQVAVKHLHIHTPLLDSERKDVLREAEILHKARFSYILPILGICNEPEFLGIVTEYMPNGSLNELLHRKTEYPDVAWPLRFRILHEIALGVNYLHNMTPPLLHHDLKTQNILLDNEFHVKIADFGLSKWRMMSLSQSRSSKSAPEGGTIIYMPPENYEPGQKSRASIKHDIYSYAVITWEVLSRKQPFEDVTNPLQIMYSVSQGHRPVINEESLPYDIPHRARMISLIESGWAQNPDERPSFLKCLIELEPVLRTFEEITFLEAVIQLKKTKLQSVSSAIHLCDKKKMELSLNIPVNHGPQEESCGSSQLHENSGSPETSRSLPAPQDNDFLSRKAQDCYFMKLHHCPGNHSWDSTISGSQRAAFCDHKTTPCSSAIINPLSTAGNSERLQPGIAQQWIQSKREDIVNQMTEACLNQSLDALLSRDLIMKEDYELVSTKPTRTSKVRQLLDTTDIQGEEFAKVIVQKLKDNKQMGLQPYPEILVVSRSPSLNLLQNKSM
TRAIL sens C8 – sensitizes caspase-8 expressing cells to TRAIL; NB7+C8 cells + TRAIL, ATPlite viability luminescence; inhibition (viability loss, TRAIL sensitization), % at 10 µM; 360,000 compounds, 1% hits;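 active = compounds causing at least 50% loss of cell viability in the single-dose screen, relative to plate controls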
TROY NFkB inh – blocks TROY-dependent signaling in reporter cells; Q293 LMP1-TROYcd NF-kB luciferase reporter, 4 h; inhibition, % at 10 µM; 360,000 compounds, 0.98% hits;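 active = compounds whose plate-normalised and pattern-corrected inhibition of the luciferase reporter signal at the single screening dose is 50% or more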
SRC1 inh – inhibitors of human steroid receptor coactivator 1 (SRC1); inhibition, % at 3.6 µM; HEK293 GAL4-SRC1 luciferase reporter, luminescence; Q15788; 360,000 compounds, 0.12% hits;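 active = inhibition above the campaign mean plus 3 SD, with each screening campaign given its own cutoff, cut at about 60% in these data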;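 also: 0% = DMSO treated cells and 100% = gossypol at 36 µM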
TLR9-MyD88 block – inhibitors of human TLR9-MyD88 binding; CHO BLA complementation TLR9-MyD88, CCF4 FRET ratio; 340,000 compounds, 0.21% hits; inhibition, % at 4.98 µM; Q9NR96+Q99836; AID 504734;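 active = inhibition above the mean over all tested compounds plus 3 SD, cut at about 21% in these data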;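 also: 0% = DMSO only wells and 100% = clavulanate BLA inhibitor control wells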
NR5A2 inv ag – NR5A2 inverse agonism in reporter assay; inhibition, % at 3.6 µM; O00482; HEK293T StAR-luciferase reporter, LRH-1 transfected, 24 h; 360,000 compounds, 0.13% hits;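 active = inhibition above the mean inhibition of all tested compounds plus 3 SD, cut at about 73% in these data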;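 also: 0% = DMSO wells and 100% = reporter-only cells lacking LRH-1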
Vif imaging – inhibitors of HIV Vif; HEK293T cells, Vif self-association by quenched fluorescence, imaging, 24 h; inhibition, % at 7.49 µM; 340,000 compounds, 0.35% hits; in the data active = inhibition above about 50%, passing the limit was not always enough; inconclusive = no clear call, values can overlap the other calls; inactive = below about 31%; also: some results filed as inactive read as strong as hits
* = called active by the depositor; u = inconclusive; x = not tested or not shown. The list is partial; count on the stated rates, not on these rows.

no.	Structure	TROY NFkB inh	SRC3 inh	TLR9-MyD88 block	Vif imaging	NOD2 RIPK2 PPI	NR2F2 inh	NR5A2 inv ag	NCOA2 inhibitor	EBV LMP1 NFkB	SRC1 inh	TRAIL sens C8
1	COCCN=C1NN=C(c2ccc(NC(C)=O)cc2)CS1	-15	4	5	-1	6	-15	-21	-17	-3	1	-6
2	COc1ccc(CCCc2nnc(SCC(=O)Nc3ccc(C)c(C)c3)o2)cc1	2	18	-10	-2	-4	13	7	12	-5	3	-15
3	Cc1ccc(C(=O)NCC(=O)OCC(=O)Nc2ccc(Cl)cn2)cc1	-2	17	7	-3	-16	-6	16	24	4	-4	-18
4	O=[N+]([O-])c1ccc(Nc2cccc(F)c2)nc1	-6	11	-5	-3	-3	-9	-3	6	-4	10	-13
5	Cc1ccc(S(=O)(=O)n2nc(C)c(S(=O)(=O)N3CCCCC3)c2C)cc1	-4	6	-10	3	-16	5	-4	-14	-12	-4	13
6	Cc1cnc2ncc3sccc3c2c1	47	9	-3	-2	-6	4	-1	17	7	6	3
7	O=C1CC(c2ccc(O)cc2)Oc2ccccc21 (stereo unspecified)	-50	-20	-6	-8	-3	-40	-51	-55	1	-41	11
8	CCC1=C2CC[C@H]3C(=O)N(CC(=O)OC)C(=O)[C@H]3[C@H]2[C@@]2(C)C(=NCC(=O)OC)OC(=O)N2C1=O	7	-10	3	5	0	-13	-25	-9	-5	-4	12
9	[O-]/C(=C(\C(=S)NCc1ccco1)[n+]1ccccc1)c1ccccc1Br	-7	-23	7	5	-10	-4	5	-7	1	-9	7
10	CC[C@@H](C)[C@H](NC(=O)CNC(=O)Cc1c(C)c2c(cc(C)c3c(C)coc32)oc1=O)C(=O)O	-18	11	-1	-16	11	-9	6	-11	2	-6	-8

(more compounds)
no.	Structure	TROY NFkB inh	SRC3 inh	TLR9-MyD88 block	Vif imaging	NOD2 RIPK2 PPI	NR2F2 inh	NR5A2 inv ag	NCOA2 inhibitor	EBV LMP1 NFkB	SRC1 inh	TRAIL sens C8
11	Cc1cc(C)c(S(=O)(=O)NCC(c2ccco2)N2CCc3ccccc3C2)c(C)c1 (stereo unspecified)	13	8	-7	-1	-5	17	-14	-13	-11	-6	-24
12	COc1cccc(OC)c1C(=O)OCC(=O)NCCCc1ccccc1	-11	-6	-6	-3	-8	13	-26	-3	-6	3	-13
13	CCOc1ccccc1NC(=O)CSc1nnc(-c2cnccn2)n1CC	-37	11	12	x	-11	-13	21	8	-2	-5	-19
14	CN(C(=O)c1ccco1)c1nc(-c2ccc(Cl)cc2)cs1	-64	-47	-5	5	-14	-6	-25	-8	-18	-17	2
15	COc1ccc(CCC(=O)Nc2ccc(S(=O)(=O)N3CCOCC3)cc2)cc1OC	-21	3	0	x	-5	6	34	22	-3	-87	-19
16	O=C(Nc1ccccc1)Nc1nnc(-c2cccs2)s1	-58	-35	-2	-3	10	-24	-55	7	-19	-60	-10
17	Cc1ccc(S(=O)(=O)NNC(=O)Nc2cccc(C)c2C)c(C)c1	16	9	8	x	-7	4	10	3	4	16	-7
18	Cc1nc(N)sc1Cc1ccc2c(c1)OCO2	-13	-3	0	-10	-3	3	-1	-11	-3	-6	4
19	NNC(=O)c1ccc(Cl)cc1Cl	-53	-2	-7	-1	-9	-28	17	-34	-2	-1	-2
20	CN1CCC(C)(C(=O)Nc2cccc3c2CCCC3)C1 (stereo unspecified)	2	0	x	0	-8	9	-6	4	x	-4	-7

(further entries)
no.	Structure	TROY NFkB inh	SRC3 inh	TLR9-MyD88 block	Vif imaging	NOD2 RIPK2 PPI	NR2F2 inh	NR5A2 inv ag	NCOA2 inhibitor	EBV LMP1 NFkB	SRC1 inh	TRAIL sens C8
21	CC(=O)Nc1ccccc1-c1nc2ccc(C(=O)N3CCN(c4cc(C)ccc4C)CC3)cc2[nH]c1=O	-4	3	4	x	-3	13	-6	-3	8	1	9
22	COc1cccc(Cn2cc(/C=N/NC(=O)c3cc(O)cc(O)c3)c3ccccc32)c1	8	-11	4	x	-9	-16	-14	10	-5	8	13
23	O=C(O)c1ccccc1C(=O)NCCc1c(C(=O)O)[nH]c2ccc(Cl)cc12	3	11	-1	4	4	0	-15	11	4	-4	-22
24	Cn1c(SCc2nc3ccccc3c(=O)[nH]2)nnc1-c1ccco1	1	-1	3	5	-6	8	5	-15	-3	8	-8
25	C#CCn1c(=NC(=O)c2cc(Cl)sc2Cl)sc2cc(S(N)(=O)=O)ccc21	2	24	-2	22	-3	6	3	-26	-12	3	0
26	C/C(O)=C(\N=Nc1cc(C)ccc1O)C(N)=O	-20	-6	x	-2	-10	22	-5	4	2	-49	1
27	CCC(C)c1ccc(NC(=O)COc2c(F)c(F)c(C(F)(F)F)c(F)c2F)cc1 (stereo unspecified)	44	16	-6	-12	1	3	15	9	-7	-16	-1
28	CC(C)NC(=O)CN1CCC(c2nc3ccccc3[nH]2)CC1	11	4	-2	13	-5	0	-1	-3	0	-11	-1
29	CC1(C)NC(=O)N(CC(=O)N2CCN(c3cccc(Cl)c3)CC2)C1=O	4	3	-3	-7	-5	x	10	x	1	-4	1
30	COc1ccc(NCC(=O)N/N=C2\CCCC(C)C2)cc1 (stereo unspecified)	11	9	3	7	-2	-1	10	-15	5	0	-3

Further results follow.
no.	Structure	TROY NFkB inh	SRC3 inh	TLR9-MyD88 block	Vif imaging	NOD2 RIPK2 PPI	NR2F2 inh	NR5A2 inv ag	NCOA2 inhibitor	EBV LMP1 NFkB	SRC1 inh	TRAIL sens C8
31	Cc1c(C(=O)OC2CCC(C)CC2)[nH]c2c1C(=O)CCC2 (stereo unspecified)	8	-83	-3	-4	-1	-51	-198	-56	-106	-85	44
32	COc1ccc(N2CCN(C(c3ccccc3OC)c3nnnn3C3CCCC3)CC2)cc1 (stereo unspecified)	9	1	-4	-3	2	-11	8	4	8	10	7
33	CCC(Cc1ccccc1)NCc1c(C(=O)O)c(C)n(Cc2ccccc2)c1C (stereo unspecified)	23	7	1	6	-3	10	-3	8	-3	2	-3
34	COc1ccccc1N(CC(=O)NC1CCCC1)S(=O)(=O)c1cccc(C(F)(F)F)c1	-4	5	0	-4	-9	7	-7	2	-2	-9	-11
35	CCCC(=O)N1CCN(c2ccc(NC(=S)NC(=O)CC)cc2)CC1	13	-7	-3	-12	0	-24	3	15	7	-7	-1
36	Cc1ccnc(SCc2cc(=O)c(OC(=O)c3ccccc3)co2)n1	-9	16	2	6	-4	16	-27	2	-16	-4	9
37	CCCCn1c(N)c(N(CCC(C)C)C(=O)CN2C(=O)C3CCCCC3C2=O)c(=O)[nH]c1=O (stereo unspecified)	14	-9	-12	-15	3	-9	-2	-22	-3	-8	-5
38	Cc1cc(=O)nc2c3ccccc3n(CC(=O)NC(C)c3ccc4c(c3)OCCO4)n12 (stereo unspecified)	12	-33	-5	0	-9	7	9	-8	-3	-1	-13
39	C#CCn1c(=NC(=O)CSC(C)=O)sc2cc(F)ccc21	-4	-4	7	3	1	x	-29	x	1	-5	-15
40	CCn1cc(C(=O)NCc2ccccc2Cl)cn1	-20	27	-1	4	-5	6	-6	-7	6	-5	27

(continued)
no.	Structure	TROY NFkB inh	SRC3 inh	TLR9-MyD88 block	Vif imaging	NOD2 RIPK2 PPI	NR2F2 inh	NR5A2 inv ag	NCOA2 inhibitor	EBV LMP1 NFkB	SRC1 inh	TRAIL sens C8
41	O=S(=O)(c1cccc2ccccc12)N1CCCCC1	-15	-4	-2	-6	-7	4	-8	9	-3	11	3
42	COc1ccccc1-c1cc2nc(-c3ccccc3)cc(N3CCN(C(=O)c4ccco4)CC3)n2n1	70*	34	-11	-37	7	94*	19	37	34	43	75*
43	CCC(=O)NNc1ncnc2c1cnn2-c1cccc(C)c1	0	5	-2	-3	-7	-7	5	-23	-13	-11	-21
44	COC(=O)c1ccccc1NC(=O)COC(=O)c1ccc(C)c(NC(=O)c2ccco2)c1	12	2	2	1	12	-3	5	2	9	6	2
45	COc1ccc(CN2C(=O)CSCC2(C)C(=O)NCc2ccccc2)cc1OC (stereo unspecified)	x	x	x	x	-12	6	-11	-12	x	x	-5
46	CCn1nc(CC(C)C)cc1C(=O)N1CCCC(Nc2ccc(OC)cc2)C1 (stereo unspecified)	-17	3	-4	10	7	-6	1	-17	-1	23	14
47	NC(=S)Nc1ccc2cc[nH]c2c1	-2	-5	-2	-1	-5	6	8	-7	5	5	-7
48	O=C(Nc1ccc2c(c1)OCO2)C1CCN(Cc2cc3c(cc2O)OCO3)CC1	-8	12	0	7	-2	1	12	2	3	7	-3
49	O=C(NC(=S)Nc1ccccc1N1CCOCC1)c1ccc(-c2cc(Cl)ccc2Cl)o1	-2	19	-6	2	5	-24	9	-13	-10	2	1
50	CCc1cccc(C)c1NC(=O)CN(C)Cc1ccc(Br)cc1	10	4	3	5	0	8	11	-5	-8	-2	-6

Later entries:
no.	Structure	TROY NFkB inh	SRC3 inh	TLR9-MyD88 block	Vif imaging	NOD2 RIPK2 PPI	NR2F2 inh	NR5A2 inv ag	NCOA2 inhibitor	EBV LMP1 NFkB	SRC1 inh	TRAIL sens C8
51	CCCn1c(=O)[nH]c(=O)c2c1nc(-c1cc([N+](=O)[O-])ccc1Cl)n2CCOC	4	-12	-19	65*	0	-6	12	2	3	-2	0
52	COc1ccc(CC(=O)NCCS(=O)(=O)N2CCN(c3ccccc3OC)CC2)cc1	-3	6	0	-14	-6	8	10	-4	5	-30	-11
53	O=C(CCN1C(=O)[C@@H]2Cc3ccccc3CN2C1=O)NCc1ccc(Cl)cc1	10	-13	-4	-4	3	0	-20	4	7	13	14
54	COc1ccc(CCNC(=O)Cn2nc(C)n3nc(-c4ccccc4)cc3c2=O)cc1OC	-1	4	-7	-2	-2	-8	-8	-20	-2	11	8
55	Cc1cc(F)ccc1NS(=O)(=O)c1c(C(=O)N2CCOCC2)c(C)n(C)c1C	-9	-21	-11	28	-11	9	3	11	2	-8	-5
56	OC(c1ccc(F)c(F)c1)c1nc(-c2ccc(F)c(Cl)c2)cs1 (stereo unspecified)	-9	3	x	0	9	2	2	-19	x	-23	-5
57	O=c1[nH]c2ccc(NC(=S)NCc3ccccc3)cc2[nH]1	-18	12	-1	u	-18	2	24	5	27	-42	0
